Source: PubChem
ABCB6 inh MLPCN: blocks the human ABCB6 transporter; fluorescence ratio to DMSO, % at 10 µM; AID 602162; hit rate 0.19% among 360,000; Q9NP58; K562-ABCB6 porphyrin accumulation, flow cytometry, 1 h; active compounds read low;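 active = fluorescence ratio to DMSO below 75%, the collection mean minus 3 SD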;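 also: signal is porphyrin accumulated inside mitochondria; 100% equals median channel fluorescence of DMSO control wells; lower ratio means ABCB6 inhibition with less porphyrin fluorescence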
TLR9-MyD88 inh: blocks human TLR9 binding to MyD88 | CHO BLA complementation TLR9-MyD88, CCF4 FRET ratio | inhibition, % at 4.98 µM | hit rate 0.21% among 340,000 | Q9NR96+Q99836 | AID 504734;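 active = inhibition above the mean over all tested compounds plus 3 SD, cut at about 21% in these data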;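 also: 0% = DMSO only wells and 100% = clavulanate BLA inhibitor control wells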
MC4R antag cAMP: blocks human MC4R cAMP signaling | P32245 | MC4R-expressing cells, MTII-stimulated cAMP, LANCE TR-FRET | inhibition, % at 6.5 µM | hit rate 0.48% among 360,000;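 active = inhibition above its plate's cutoff, the mean of tested wells on that plate plus 3 SD, cut at about 29% in these data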;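 also: 0% = Melanotan II alone and 100% = Melanotan II plus saturating MCL0020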
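Assay system: U2OS-MC4R stable cell line; Also added: Melanotan II; Technique: Eu-cAMP/anti-cAMP TR-FRET, emission 671 nm; Times: 30-min compound, 1-h challenge, 1-h detection, room temperature.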
MC4R barr agon: activates human MC4R beta-arrestin recruitment | U2OS MC4R beta-arrestin complementation, luminescence; percent of melanotan II response, DMSO zero | hit rate 0.98% among 360,000 | P32245 | activation, % at 8.9 µM;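 active = activation above a per-plate cutoff, the mean activation of sample wells on that plate plus 3 SD, cut at about 8% in these data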
m5-HT2A agonist: activates the mouse 5-HT2A serotonin receptor; P35363; CHO-K1 mHTR2A beta-arrestin complementation, luminescence; percent of 30 µM serotonin response; activation, % at 7.6 µM; hit rate 0.66% among 360,000;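 active = activation above a run cutoff, the mean activation of all tested compounds plus 3 SD, cut at about 14% in these data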;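 also: 0% = plate median of compound wells and 100% = 30 µM serotonin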
NOD2-RIPK2 inh: inhibitors of human NOD2-RIPK2 interaction; O43353; CHO BLA complementation NOD2-RIPK2, CCF4 ratio; inhibition, % at 4.98 µM; hit rate 0.38% among 360,000; AID 624267; in the data active = inhibition above about 21%;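 also: 0% = vehicle only and 100% = reference blocker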
Glyco luc inh: blocks N-linked glycosylation in D54 reporter cells. hit rate 0.23% among 360,000. reporter increase, % at 12.5 µM. D54 ERlucT glycosylation luciferase reporter, 24 h; percent of 100 nM tunicamycin response;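 active = mean luciferase reporter signal, scaled so untreated is 0 and the glycosylation-blocking control 100, at or above a set limit in every replicate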;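 also: luciferase carries N-glycosylation sites so blocking glycosylation raises the light; 0% = median of neutral control wells and 100% = median of 100 nM tunicamycin wells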
ABHD5 PLIN5 PPI: ABHD5-PLIN5 protein interaction inhibition; Q00G26+Q8WTS1; Split G. princeps luciferase complementation, luminescence, 4 h; inhibition, % at 4 µM; hit rate 0.78% among 360,000; AID 602281;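 active = inhibition above the mean inhibition across every tested compound plus 3 SD, cut at about 22% in these data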;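 also: 0% = DMSO only wells and the 100% control is not disclosed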
SRC2 inh: inhibits human steroid receptor coactivator 2 | inhibition, % at 9 µM | HEK293 GAL4-SRC2 luciferase reporter, luminescence | hit rate 0.17% among 370,000;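 active = inhibition above the mean inhibition of all tested compounds plus 3 SD, set per campaign, cut at about 52% in these data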;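 also: 0% = DMSO treated cells and 100% = cells given Gossypol at 36 µM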
H9c2 protect: modulators protecting cardiomyocytes from myocardial damage; H9c2 cardiomyocytes, H2O2 injury protection, ATPLite, 2 h; protection from H2O2 cell death, % at 20 µM; AID 588492; hit rate 0.63% among 360,000;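 active = compounds giving at least 50% protection of heart cells from peroxide-induced death in the single-dose screen, raw or plate-pattern-corrected value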;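 also: 0% = DMSO wells with peroxide and 100% = DMSO wells without peroxide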
* marks the source's active call; other numbers are inactive results; . = not tested or not shown; & = joins results of further samples. Some of the compounds tested; count on the stated rates, not on these rows.

Screens in order – ABCB6 inh MLPCN, TLR9-MyD88 inh, MC4R antag cAMP, MC4R barr agon, m5-HT2A agonist, NOD2-RIPK2 inh, Glyco luc inh, ABHD5 PLIN5 PPI, SRC2 inh, H9c2 protect
CN(CC(=O)Nc1cccc(F)c1)C(=O)c1ccc(N2CCCC2)c([N+](=O)[O-])c1
    99, -5, 5, -0.2, -1, -8, 0, 4, 1, -8
Cc1noc(NS(=O)(=O)c2ccc(NC(=O)C34CCC(CC3)C4)cc2)c1C
    99, -3, 7, -1.8, 0, 1, 1, 6, -6, 2
O=C(COC(=O)C1CC1)Nc1ccc(Oc2ccccc2)cc1
    148, -3, 0, -1.7, -7, 2, -5, 4, -39, -10
Cc1nn(CC(=O)NCCCc2ccccc2)c(=O)c2cccn12
    102, -16, 3, -1.2, 0, -4, 1, 0, ., 2
CCOc1ccc(CN(C)C(=O)[C@H](C)NC(=O)c2ccco2)cc1OC
    100, -5, 10, 0.5, 1, 4, 1, -1, 7, 6
Nc1cc(S(=O)(=O)Nc2ccccc2Cl)ccc1N1CCCCC1
    85, -14, 3, 2.1, 5, 2, -5, -16, 22, -15
CCCN(C)C1CN(Cc2cn(Cc3cccc(C(F)(F)F)c3)nn2)S(=O)(=O)C1 (stereo not given)
    95, ., ., ., 3, -1, ., 6, 10, .
Cc1ccccc1C(=O)NC(CC(C)C)C(=O)NCC(C)(C)N1CCOCC1 (stereo not given)
    98, -5, 4, 0.1, -5, 3, -1, -2, -8, 1
c1ccc(CCCNCCCn2cnc3c(OCc4ccccc4)ncnc32)cc1
    98, 1, 10, 1.9, -2, 2, -4, 3, 4, -19
O=C(NNC(=O)c1ccc2c(=O)n3c(nc2c1)CCC3)c1ccc(Cl)cc1
    97, -11, 1, 1.4, 7, -6, 1, 4, -14, 2
COc1ccc(NC(=O)c2ccccc2[N+](=O)[O-])cc1OC
    93, -2, -3, 1.1, 1, -4, 5, 4, 9, 4
Fc1ccccc1C1c2[nH]c3ccccc3c2CCN1Cc1cccn1-c1ncccn1 (stereo not given)
    99, -9, 1, 0.2, -4, -1, -7, 5, 10, 6
CCOC(=O)Cc1csc(NC(=O)CN2CCCCC2)n1
    94, 2, 1, 0.1, 0, -8, -1, -8, 11, 3
CC(OC(=O)C1=COCCO1)C(=O)NC1CCCCC1C (stereo not given)
    104, -14, 0, -2.4, -3, 1, 0, -3, 3, 9
CCn1nc(NC(=O)c2cccnc2)c2cc3ccccc3nc21
    95, 4, -9, -1.4, -1, 0, 3, -2, -13, 27

Fetched one by one from the entries so far (three):
Screens in order – ABCB6 inh MLPCN, TLR9-MyD88 inh, MC4R antag cAMP, MC4R barr agon, m5-HT2A agonist, NOD2-RIPK2 inh, Glyco luc inh, ABHD5 PLIN5 PPI, SRC2 inh, H9c2 protect
Nc1cc(S(=O)(=O)Nc2ccccc2Cl)ccc1N1CCCCC1
    85, -14, 3, 2.1, 5, 2, -5, -16, 22, -15
CCn1nc(NC(=O)c2cccnc2)c2cc3ccccc3nc21
    95, 4, -9, -1.4, -1, 0, 3, -2, -13, 27
O=C(COC(=O)C1CC1)Nc1ccc(Oc2ccccc2)cc1
    148, -3, 0, -1.7, -7, 2, -5, 4, -39, -10

(continued)
Screens in order – ABCB6 inh MLPCN, TLR9-MyD88 inh, MC4R antag cAMP, MC4R barr agon, m5-HT2A agonist, NOD2-RIPK2 inh, Glyco luc inh, ABHD5 PLIN5 PPI, SRC2 inh, H9c2 protect
O=C(CSc1nnc(Cc2ccccc2)o1)Nc1ccc2c(c1)OCO2
    97, 1, -1, -1.1, 1, -3, -1, 2, -19, 2
CC(C)c1ccc(/C=N/NC(=O)c2cc(-c3cccc([N+](=O)[O-])c3)n[nH]2)cc1
    99, -6, 9, 6.5, 2, -2, -3, 9, -18, 2
COc1ccc(C(=O)NCCc2cn3ccccc3n2)cc1
    99, 12, 6, -0.6, -4, 0, -2, -5, 1, 5
CC(=O)N1CCN(C(=O)c2ccc(Cl)c(S(=O)(=O)N3CCCC3)c2)CC1
    94, -3, 0, 0.1, -3, -8, 2, 8, 8, 3
CN(CCC#N)C(=O)COC(=O)c1ccccc1OCc1ccccc1Cl
    99, -6, 3, -0.6, 3, -1, 3, 8, -8, 4
CCN1C(=O)CC(N2CCN(c3cccc(OC)c3)CC2)C1=O (stereo not given)
    100, -5, 10, 0.9, 2, 4, 1, -7, -16, -4
Cn1c(CSCc2ccc(Cl)cc2)nnc1SCC(=O)Nc1nccs1
    98, 4, 3, 0.9, 1, -2, -1, -7, -27, -12
CN(C)Cc1c(O)ccc2occ(C(O)c3ccccc3)c12 (stereo not given)
    95, 4, 6, 0.3, 2, 10, 0, 10, -2, 6
COc1ccc(OC)c(C(C(=O)NC2CCCCC2)N(C(=O)c2ccccn2)c2cccnc2)c1 (stereo not given)
    90, 4, 6, 0.0, -1, 0, -2, -12, -2, 2
CC(C)NC(=O)c1onc(CSc2ccccc2F)c1C(=O)O
    96, 1, -3, -3.2, 3, -2, 0, 4, 8, 5
COc1ccc(CCNC(=S)Nc2ccccc2C)cc1
    95, 3, 1, -1.3, 6, 6, -1, 7, 3, 14
CC1CCCN(C(=O)C2CCN(S(=O)(=O)c3ccc4c(c3)CC(C)N4C(=O)C3CC3)CC2)C1 (stereo not given)
    101, 3, 7, -2.2, -4, -12, 3, -1, -17, -2
CCC(C)Sc1cccc(-c2nc3cc(C)ccn3c2NC2CCCCC2)c1 (stereo not given)
    107&113, -1, 20, 3.6, -6&-6, -3&-9, -3, 8&-17, -15&-9, -29
c1cc2c(cc1-c1[nH]ncc1CN1C[C@H]3CC[C@H]1C3)OCO2
    99, 2, 3, 0.4, 5, 1, 0, 3, -25, 2
CCc1ccc(NC(=O)CSc2nc3ccsc3c(=O)n2CCC(=O)O)cc1
    97, 3, 4, 0.8, 4, 0, 2, 0, 3, 0
CC(=O)Nc1ccc(NC(=O)C2CCCN2C(=O)Nc2ccccc2[N+](=O)[O-])cc1 (stereo not given)
    97, 8, 5, -1.2, -1, 3, 0, -1, -12, -3
N#Cc1ccccc1NCc1ccccc1
    120, -2, -4, -1.4, 1, -11, 2, 0, -4, -1
O=C(CSc1nccn(-c2cccc(F)c2)c1=O)Nc1ccc(Cl)cc1F
    100, -13, 10, -0.5, 4, 12, 0, -17, -13, -4
CC1(C(=O)NCc2ccccc2)Oc2ccccc2NC1=O (stereo not given)
    147, 0, 5, -1.5, 2, -6, 1, -2, 1, 8
CN(C(=O)N1CCN(S(=O)(=O)c2ccccc2)CC1)c1ccccc1
    95, -3, 10, -3.4, -6, -6, -1, 2, -3, 1
Cc1occc1C(=O)NNC(=S)NC(=O)COc1ccc(Cl)cc1Cl
    98, 1, 2, -2.5, 11, -8, 3, 1, -2, 13
O=C(CN(c1ccccc1)S(=O)(=O)c1ccc(Cl)cc1)Nc1ccccc1C(=O)N1CCCC1
    94, 1, 4, -3.4, -3, -4, -4, 0, ., 6
Brc1ccc(CSc2ncnc3nc[nH]c23)cc1
    104, -1, -13, -0.3, -6, 3, 0, 11, -29, 31
COc1ccccc1NC(=S)NCC1CCC(CNC(=S)Nc2ccccc2OC)CC1 (stereo not given)
    99, 9, 2, -0.9, 0, -1, -4, -10, 10, 5
N#C/C(=C(/O)COc1ccc(Br)cc1)c1nnc2n1CCCCC2
    99, 3, 4, -5.0, 7, -6, 1, -1, 19, -4
CCOc1ccc(OCCC(=O)Nc2ccccc2C(=O)NC2CC2)cc1
    96, 5, 2, -0.3, 2, 0, -1, -1, -20, 4

Just Glyco luc inh and MC4R antag cAMP, for 6 of the compounds above:
Structure | Glyco luc inh | MC4R antag cAMP
O=C(CSc1nccn(-c2cccc(F)c2)c1=O)Nc1ccc(Cl)cc1F | 0 | 10
COc1ccccc1NC(=S)NCC1CCC(CNC(=S)Nc2ccccc2OC)CC1 (stereo not given) | -4 | 2
Brc1ccc(CSc2ncnc3nc[nH]c23)cc1 | 0 | -13
N#Cc1ccccc1NCc1ccccc1 | 2 | -4
CCOc1ccc(OCCC(=O)Nc2ccccc2C(=O)NC2CC2)cc1 | -1 | 2
N#C/C(=C(/O)COc1ccc(Br)cc1)c1nnc2n1CCCCC2 | 1 | 4

Sorted by the number under ABHD5 PLIN5 PPI (highest first): three from the list above.
Molecule | ABHD5 PLIN5 PPI
Brc1ccc(CSc2ncnc3nc[nH]c23)cc1 | 11
CC(=O)Nc1ccc(NC(=O)C2CCCN2C(=O)Nc2ccccc2[N+](=O)[O-])cc1 (stereo not given) | -1
CC1(C(=O)NCc2ccccc2)Oc2ccccc2NC1=O (stereo not given) | -2
